HKDC1 inhibitor – HKDC1 (human) hexokinase inhibition; inhibition, % at 20 µM; 0.16% of 340,000 active; Q2TB90; AID 493160; recombinant HKDC1, G6PDH/diaphorase resazurin coupled fluorescence;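 active = inhibition above about 35% when tested at 20 µM, limit read from the data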;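 also: plate controls were DMSO wells with enzyme for no effect and DMSO wells lacking enzyme for full effect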
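Material – in-house recombinant HK5 (HKDC1) enzyme · Quantity – HKDC1 at 5 µg/mL · Buffer or medium – pH 8.0 Tris buffer with 10 mM MgCl2 · Reagent – glucose with 1 mM ATP · Dosing – single 20 µM dose · Times – reaction time 90 min, room temperature, protected from light · Technique – resorufin fluorescence at 613 nm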
PfGluPho inh – PfG6PD (Plasmodium falciparum) enzyme inhibition. PfGluPho enzyme, NADPH resazurin-diaphorase fluorescence. inhibition, % at 20 µM. 0.78% of 350,000 active. AID 504690;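 active = inhibition reaching at least a set limit at 20 µM in the primary screen, cut at about 59% in these data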;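 also: 0% = DMSO wells with substrate and 100% = DMSO wells lacking glucose-6-phosphate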
SENP6 block – blocks the human protease SENP6; Q9GZR1; Recombinant SENP6 catalytic domain, aminoluciferin luminescence; inhibition, % at 10 µM; 1.8% of 330,000 active;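 active = inhibition above about 50% at the single tested dose, limit read from the data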;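 also: plate controls were DMSO wells with enzyme for no effect and DMSO wells lacking enzyme for full effect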
Target sequence (Q9GZR1 628-1112 limits assumed): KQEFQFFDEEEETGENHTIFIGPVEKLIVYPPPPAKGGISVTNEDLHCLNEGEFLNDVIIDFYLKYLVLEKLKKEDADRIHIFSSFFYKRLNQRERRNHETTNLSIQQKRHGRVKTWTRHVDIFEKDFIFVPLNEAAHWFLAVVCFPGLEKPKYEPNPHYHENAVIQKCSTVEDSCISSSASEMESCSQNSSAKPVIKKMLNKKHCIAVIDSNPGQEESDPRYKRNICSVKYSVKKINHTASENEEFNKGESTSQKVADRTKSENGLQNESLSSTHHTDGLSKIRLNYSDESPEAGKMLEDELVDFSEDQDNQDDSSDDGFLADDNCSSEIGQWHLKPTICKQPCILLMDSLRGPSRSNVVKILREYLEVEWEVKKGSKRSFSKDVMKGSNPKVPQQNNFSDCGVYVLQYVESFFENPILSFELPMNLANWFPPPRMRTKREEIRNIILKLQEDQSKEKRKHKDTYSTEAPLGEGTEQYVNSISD
beta cell repl – MIN6 beta-cell proliferation induction | MIN6 cells proliferation, ATPlite luminescence, 48 h; cells starved in 0.2% serum; 100% = growth in 10% serum | AID 2380 | 0.29% of 330,000 active | proliferation, % at 10 µM;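 active = compounds whose signal lies at least 3.5 SD above the mean of all wells on their plate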;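 also: 0% = DMSO-treated cells in low-serum medium and 100% = 10% serum control; some compounds called inactive have numbers as strong as hits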
SENP1 inh – blocks the human SENP1 SUMO protease catalytic domain | Q9P0U3 | recombinant SENP1 catalytic domain, CyPet-SUMO1-YPet FRET cleavage | inhibition, % at 10 µM | 0.21% of 360,000 active;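 active = inhibition at least 30% at 10 µM, raw YFP signal under a set limit, fluorescence ratio 0.5 to 1.5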;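 also: 0% = enzyme with DMSO and 100% = no enzyme wells; some results filed as inactive read as strong as hits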
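Assay system – human recombinant His6-tagged SENP1 catalytic domain enzyme · Input – SENP1 enzyme, 20 pM final · Buffer or medium – Tris pH 8 buffer plus EDTA, NaCl, BME, BSA, NP40, catalase · Schedule – 50 min reaction at room temperature · Technique – FRET read of cyan and yellow fluorescence · Control set – no-enzyme wells low, DMSO-plus-enzyme wells high control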
SENP7 inh – blocks the human protease SENP7; Q9BQF6; recombinant SENP7, Z-RLRGG-aminoluciferin luminescence, 40 min; inhibition, % at 5 µM; 1.5% of 330,000 active;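 active = inhibition above about 50% at the single test dose, limit read from the data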;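 also: plate controls were DMSO with enzyme for no effect and no enzyme buffer wells for full effect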
Target sequence (Q9BQF6 706-1050 limits assumed): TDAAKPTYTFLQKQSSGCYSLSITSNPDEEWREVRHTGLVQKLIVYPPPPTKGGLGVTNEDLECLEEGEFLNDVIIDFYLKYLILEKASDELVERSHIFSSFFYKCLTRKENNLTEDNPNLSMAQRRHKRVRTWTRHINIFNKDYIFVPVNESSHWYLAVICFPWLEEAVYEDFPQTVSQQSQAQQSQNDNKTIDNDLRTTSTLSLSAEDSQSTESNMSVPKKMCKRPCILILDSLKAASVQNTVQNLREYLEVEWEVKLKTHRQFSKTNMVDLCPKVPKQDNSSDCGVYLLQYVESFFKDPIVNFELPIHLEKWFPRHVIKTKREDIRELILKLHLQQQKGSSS
SENP8 block-1 – SENP8 protease inhibition | inhibition, % at 10 µM | purified SENP8, Z-RLRGG-aminoluciferin cleavage, luminescence | AID 2540 | 1.2% of 330,000 active | Q96LD8; in the data active = inhibition above about 50%
UBC13 polyUb – inhibitors of human UBC13 polyubiquitin chain formation. TR-FRET. inhibition, % at 20 µM. 0.47% of 330,000 active. AID 485273; in the data active = inhibition above about 45%, passing the limit was not always enough
Target sequence (P61088 whole entry, looked up): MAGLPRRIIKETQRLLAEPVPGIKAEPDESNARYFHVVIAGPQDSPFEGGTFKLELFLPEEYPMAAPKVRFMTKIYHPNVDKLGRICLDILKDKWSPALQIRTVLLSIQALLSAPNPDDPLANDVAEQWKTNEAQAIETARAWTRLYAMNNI
SENP8 block-2 – inhibitors of human SENP8 protease | Q96LD8 | recombinant SENP8, Nedd8 substrate fluorescence | inhibition, % at 20 µM | 0.64% of 360,000 active | AID 602440; in the data active = inhibition mostly above about 40%, no sharp cut-off; inactive = mostly below about 27%
* hit, by the source's call; · = not tested or not shown.

1: O=c1ccc(/C=C/c2ccccc2)nn1Cc1ccc(F)cc1
2: O=c1[nH]c(C2CCCN(S(=O)(=O)Cc3ccccc3)C2)nc2c1nnn2Cc1cccc(Cl)c1 (stereo not drawn)
3: CNC(=O)c1csc(-c2cccs2)n1
4: Cc1cc(NC(=O)CSc2nnc(C3CC3)n2Cc2ccccc2)no1
5: CNC(=S)NNC(=O)c1sc2cc(C(F)(F)F)cnc2c1-c1ccccn1
6: CNC(=O)NC(=O)CSc1nc2ccccc2n1CCOC
7: COc1ccccc1C(CNC(=O)c1ccc(S(=O)(=O)N2CCCCC2)cc1)N(C)C (stereo not drawn)
8: COc1ccc(C)cc1S(=O)(=O)N1CCN(C(=O)c2ncoc2-c2cccc(C)c2)CC1
Compound,1,2,3,4,5,6,7,8
SENP1 inh,2.1,-0.8,1.3,1.5,4.0,1.1,0.4,2.1
beta cell repl,-3.9,-2.6,-0.7,-4.6,-0.7,-0.3,5.9,0.4
SENP6 block,-10.5,8.7,-9.6,1.2,9.2,-18.4,-8.3,-14.2
SENP8 block-2,-400.0,5.4,5.1,23.4,-76.6,16.1,17.4,3.9
PfGluPho inh,16.2,-7.0,-1.2,-14.9,34.9,-18.2,-0.5,-10.5
UBC13 polyUb,5.0,0.9,-14.2,9.5,-5.5,0.2,1.0,4.5
SENP7 inh,3.9,-1.5,-5.9,12.1,-2.9,-4.3,5.2,3.0
HKDC1 inhibitor,-2.9,-3.8,-4.5,-1.7,-10.6,-2.9,-2.3,-2.9
SENP8 block-1,0.9,0.3,-21.9,3.1,-0.3,-1.0,4.1,0.8

9: CCOC(=O)Nc1nnc(-c2ccccc2OC)s1
10: COc1cccc(NC(=O)CN(C)C(=O)c2cccnc2Nc2cccc(C(F)(F)F)c2)c1
11: CC(C)NC(=O)C1CCN(C2CCN(C(=O)c3scc4c3CCCC4)CC2)CC1
12: CSc1ccc(/C=C(/NC(=O)c2ccco2)C(=O)NCc2ccco2)cc1
13: c1ccc(CNn2nnnc2-c2ccccc2)cc1
14: COc1ccccc1CNS(=O)(=O)c1ccc(-c2cc(C)no2)cc1
15: CCOc1ccc(C(=O)NC2CCN(CC(=O)NCc3cccs3)CC2)cc1
16: O=C(OCCN1CCCCC1)c1ccc(Cl)cc1
Compound,9,10,11,12,13,14,15,16
SENP1 inh,-0.8,-1.2,-14.5,-1.2,1.9,0.4,1.8,-0.2
beta cell repl,-2.4,-7.3,-2.6,-3.0,-1.7,-6.2,-0.6,-0.5
SENP6 block,-21.8,2.0,7.8,7.2,4.1,-15.4,5.0,3.3
SENP8 block-2,-172.9,5.9,3.9,-50.1,14.0,14.3,21.9,15.1
PfGluPho inh,-0.3,32.5,-0.6,-2.8,9.4,11.2,-7.2,-32.5
UBC13 polyUb,8.0,46.6*,1.3,-13.0,6.9,5.0,-0.6,4.2
SENP7 inh,5.3,2.7,7.1,13.1,1.3,-1.4,7.7,1.5
HKDC1 inhibitor,3.1,2.0,-5.4,-6.2,-5.2,2.9,-0.7,-12.7
SENP8 block-1,-8.7,-4.4,2.5,-9.1,-0.8,2.1,0.7,-6.6

17: COc1ccc(-c2nc(NC(C)=O)sc2-c2ccc(OC)cc2)cc1
18: COCCn1c(SCC(=O)Nc2ccccc2OC)nnc1-c1ccco1
19: COC(=O)C(Cc1ccccc1)NC(=O)CC(C)CC(=O)Nc1ccc(C)cc1 (stereo not drawn)
20: O=C(CSCc1ccccc1)Nc1nccs1
21: CCOc1ccc(-c2nc(CSc3nnc(N)s3)cs2)cc1OC
22: CC1CCCC(NC(=O)CN(C)CC(=O)Nc2cccc(F)c2)C1C (stereo not drawn)
23: CC(C)COc1ccc(CNC(=S)N/N=C/c2ccc([N+](=O)[O-])cc2)cc1
24: CCOC(=O)CNC(=O)N1CCCC(CNS(=O)(=O)Cc2ccccc2)C1 (stereo not drawn)
Compound,17,18,19,20,21,22,23,24
SENP1 inh,2.7,-1.1,-1.4,3.4,2.1,4.2,7.4,0.7
beta cell repl,-3.4,0.0,-1.3,-2.6,-1.3,-3.9,-3.3,-1.1
SENP6 block,-11.4,-8.2,5.4,-6.5,5.1,5.9,-13.9,-31.8
SENP8 block-2,-344.6,14.6,14.4,9.7,-118.1,12.8,26.0,1.3
PfGluPho inh,-1.5,13.9,-24.0,-11.2,-4.0,-5.9,6.7,-14.6
UBC13 polyUb,1.2,7.2,7.9,-3.0,3.8,5.6,-9.4,9.2
SENP7 inh,-14.0,6.4,-2.4,-2.2,-2.8,3.0,4.0,9.1
HKDC1 inhibitor,0.8,-3.3,6.0,-0.6,-2.9,4.4,0.9,-4.4
SENP8 block-1,-2.9,8.8,7.3,-7.5,-3.0,-1.3,-0.1,-1.7

Of the compounds above, 4 have two or more sulfur atoms:
3: CNC(=O)c1csc(-c2cccs2)n1
5: CNC(=S)NNC(=O)c1sc2cc(C(F)(F)F)cnc2c1-c1ccccn1
20: O=C(CSCc1ccccc1)Nc1nccs1
21: CCOc1ccc(-c2nc(CSc3nnc(N)s3)cs2)cc1OC
Compound,3,5,20,21
SENP1 inh,1.3,4.0,3.4,2.1
beta cell repl,-0.7,-0.7,-2.6,-1.3
SENP6 block,-9.6,9.2,-6.5,5.1
SENP8 block-2,5.1,-76.6,9.7,-118.1
PfGluPho inh,-1.2,34.9,-11.2,-4.0
UBC13 polyUb,-14.2,-5.5,-3.0,3.8
SENP7 inh,-5.9,-2.9,-2.2,-2.8
HKDC1 inhibitor,-4.5,-10.6,-0.6,-2.9
SENP8 block-1,-21.9,-0.3,-7.5,-3.0

The list continues:
25: CCOC(=O)c1c(NC(=O)COC)sc2c1CCCC2
26: CN(C(=O)c1cccc(NC(=O)Cc2cccc(NC(=O)C3CCCN(C(=O)C4CCC4)C3)c2)c1)C1CCC1 (stereo not drawn)
27: COC(=O)Nc1c(-c2ccccc2)nc2ccccn12
28: Clc1ccc(N=NN2CCOCC2)cc1
29: COc1ccccc1N(CC(=O)N/N=C(\C)c1ccc(F)cc1)S(=O)(=O)c1ccccc1
30: O=C(O)CCC(=O)Nc1cccc(C(=O)c2ccccc2)c1
31: COc1ccc(C(=O)N2N=C(c3ccccc3)CC2(O)C(F)(F)F)cc1 (stereo not drawn)
32: CCOC(=O)CSc1nc2c(sc(=S)n2Cc2ccco2)c(=O)n1-c1ccccc1
Compound,25,26,27,28,29,30,31,32
SENP1 inh,-4.5,2.2,2.9,0.4,-0.6,1.1,-1.1,0.1
beta cell repl,0.2,·,-0.6,-1.5,-1.9,-3.6,·,-3.8
SENP6 block,-12.7,·,4.4,-13.1,17.0,17.2,·,8.5
SENP8 block-2,-24.6,8.9,-290.4,24.2,5.2,31.3,10.6,12.4
PfGluPho inh,7.2,-15.4,-1.4,-2.5,1.4,14.6,-4.8,15.4
UBC13 polyUb,3.5,·,3.9,-4.2,7.8,0.2,·,4.7
SENP7 inh,4.9,·,-2.3,10.3,3.1,5.2,·,1.3
HKDC1 inhibitor,2.1,5.2,9.0,-3.5,-7.5,-9.0,-3.5,-4.2
SENP8 block-1,-6.6,·,-3.2,-16.6,2.5,6.7,·,4.3

33: CCOC(=O)c1cccc(NC(=O)CCNS(=O)(=O)c2cc(Br)cnc2N)c1
34: COC(=O)c1ccccc1NC(=O)C1COc2ccccc2O1 (stereo not drawn)
35: COc1ccc(S(=O)(=O)N(C)CC(=O)NCCN2CCOCC2)cc1
36: O=C(Nc1ccccn1)C1CCN(C(=O)c2ccc(F)cc2)CC1
37: CCN(C[C@H]1N[C@@](CC)(C(=O)OC)[C@H]2C(=O)N(Cc3ccccc3)C(=O)[C@@H]12)S(=O)(=O)c1ccc(F)cc1
38: c1ccc(C2=Nc3cccnc3C(c3ccccc3)=NN2)cc1
39: COCCNC(=O)C1CCN(S(=O)(=O)c2c(C)noc2/C=C/c2cccs2)CC1
40: COCC(C)Nc1ncnc2c1cnn2-c1ccc(Cl)cc1 (stereo not drawn)
Compound,33,34,35,36,37,38,39,40
SENP1 inh,1.9,-1.3,1.0,0.5,2.2,2.5,0.2,-22.2
beta cell repl,2.6,1.7,0.0,-1.1,-2.3,0.4,-1.9,-2.5
SENP6 block,-19.0,11.5,-17.2,-0.2,-39.8,-8.3,-5.6,4.0
SENP8 block-2,-22.4,5.6,10.5,14.4,0.3,20.5,-4.3,5.5
PfGluPho inh,2.6,-0.4,-0.3,-0.5,12.1,5.0,2.1,0.6
UBC13 polyUb,1.2,9.0,4.7,-6.4,0.7,-6.4,13.4,2.9
SENP7 inh,-3.8,7.3,-4.8,3.3,3.1,-9.1,2.8,-5.4
HKDC1 inhibitor,0.3,7.6,-5.5,-1.0,-3.1,-7.3,-7.8,4.5
SENP8 block-1,11.6,-3.1,7.2,-2.6,-7.7,-16.4,2.2,-10.0

Record cards, from the list above:
`COCC(C)Nc1ncnc2c1cnn2-c1ccc(Cl)cc1` (stereo not drawn) is listed with SENP1 inh = -22.2; beta cell repl = -2.5; SENP6 block = 4.0; SENP8 block-2 = 5.5; PfGluPho inh = 0.6; UBC13 polyUb = 2.9; SENP7 inh = -5.4; HKDC1 inhibitor = 4.5; SENP8 block-1 = -10.0
`COCCNC(=O)C1CCN(S(=O)(=O)c2c(C)noc2/C=C/c2cccs2)CC1` is listed with SENP1 inh = 0.2; beta cell repl = -1.9; SENP6 block = -5.6; SENP8 block-2 = -4.3; PfGluPho inh = 2.1; UBC13 polyUb = 13.4; SENP7 inh = 2.8; HKDC1 inhibitor = -7.8; SENP8 block-1 = 2.2
`c1ccc(C2=Nc3cccnc3C(c3ccccc3)=NN2)cc1` is listed with SENP1 inh = 2.5; beta cell repl = 0.4; SENP6 block = -8.3; SENP8 block-2 = 20.5; PfGluPho inh = 5.0; UBC13 polyUb = -6.4; SENP7 inh = -9.1; HKDC1 inhibitor = -7.3; SENP8 block-1 = -16.4

(listing goes on)
41: COc1cccc(NC(=O)Cn2c(=O)n(C)c(=O)c3sc4c(c32)COC(C)(C)C4)c1
42: COc1ccc(CCNC(=O)c2cc3sccc3n2C)cc1OC
43: C=CC[C@@H](CC(=O)N(CCO)Cc1ccccc1)C(=O)N[C@H](C)COC(=O)[C@@H](CC=C)Cc1ccc(F)cc1
44: CO/C=C/C#CC1(O)CCN(C)CC1
45: CCOc1cc(/C=C2/C(=O)ON=C2C)cc(Br)c1O
Compound,41,42,43,44,45
SENP1 inh,1.8,-22.1,1.0,-0.6,4.1
beta cell repl,-4.0,-0.4,-4.3,2.8,-1.8
SENP6 block,-8.0,-6.4,1.8,-3.9,2.8
SENP8 block-2,6.9,7.3,18.8,7.9,20.0
PfGluPho inh,6.0,5.9,16.0,-0.6,18.2
UBC13 polyUb,-5.7,-0.1,6.5,2.3,-355.7
SENP7 inh,9.7,13.1,1.7,6.7,1.3
HKDC1 inhibitor,-4.2,-7.6,0.1,-2.5,7.8
SENP8 block-1,-10.1,0.9,4.1,-10.3,6.8

Compound activity from PubChem.
